p53 reactivation: re-activators of mutant p53; H1299 p53-A138V BP100-luciferase reporter, luminescence, 24 h; Potency, µM (highest dose often 92.2 µM), without a hit: at the highest dose activity change, positive = activation, most hits filed as activators; 320,000 tested, 0.063% active; also: potency is read from the fitted curve at half-maximal effect; % of control where 0% means no effect; nearly all actives have a fitted effect of over 45% in size
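H1299 (p53-null), stable ts p53-A138V + BP100-Luc; 1000 cells/well, Opti-MEM/10% FBS; cpd 4 pt, 1:5; 24 h, 37 deg C, 5% CO2; detection reagent 10 min RT; luminescence.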
NPC1 prom act: activates the NPC1 promoter; 320,000 tested, 2.4% active; Huh7 NPC1 promoter luciferase reporter, 24 h; AID 485313; Potency, µM (series often up to 9.22 µM), inactives show top-dose activation, most hits filed as activators;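 also: potency is read from the fitted curve at half-maximal effect; % of control where 0% means no effect; nearly all actives have a fitted effect of over 60% in size; reporter is driven by a mutant NPC1 promoter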
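Huh7 cells stably carrying NPC1 promoter–luciferase, plated in Opti-MEM with 10% FBS for 2 h, were exposed to compound in DMSO for 24 h at 37 °C; luciferase reagent was added for 10 min and luminescence read.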
Gal4-VP16 FLuc: inhibits Gal4-VP16 luciferase reporter, ROR gamma counter-screen. Drosophila S2 Gal4-VP16 UAS-luciferase, luminescence, 20 h. Potency, µM (series often up to 53.6 µM), for inactives: at the highest dose activity, negative = inhibition, hits mostly inhibitors. 310,000 tested, 3.5% active;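 also: Gal4-VP16 expression switched on by copper sulfate through the metallothionein promoter; potency is read from the fitted curve at half-maximal effect; % is scaled to controls: 0 for no effect and ±100 for the full control effect; nearly all actives have a fitted effect of over 50% in size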
Menin MLL FP TR: menin-MLL binding inhibition, Texas Red mutant peptide. O00255. Menin + Texas Red MLL mutant peptide, fluorescence polarization. Potency, µM (series often up to 61.6 µM), inactives show at the highest dose FP activity change, negative = inhibition, most hits filed as inhibitors. 270,000 tested, 0.23% active; active = well fitted inhibition curve with a large enough effect in the polarisation, with a control signal flat, not every such curve was filed as active; inconclusive = small, poorly fitted or top-dose-only effect, or effect the other way, or a change in a side signal; inactive = no such curve, though single readings can be large or run the other way; the % refers to the polarisation; also: potency is read from the fitted curve at half-maximal effect; % of control where 0% means no effect; many of its hits are not listed in these tables
FLuc counter: counter-screen for miR-21 project: firefly luciferase inhibitors or activators. purified FLuc, Km substrates, luminescence inhibition. 360,000 tested, 6.9% active. Potency, µM (top dose mostly 57.5 µM), inactives show at the highest dose activity change, negative = inhibition, usual class: inhibitors;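 also: potency is read from the fitted curve at half-maximal effect; plate controls were vehicle for no effect and reference inhibitor for full effect; nearly all actives have a fitted effect of over 55% in size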
Target sequence (P08659 whole entry, looked up): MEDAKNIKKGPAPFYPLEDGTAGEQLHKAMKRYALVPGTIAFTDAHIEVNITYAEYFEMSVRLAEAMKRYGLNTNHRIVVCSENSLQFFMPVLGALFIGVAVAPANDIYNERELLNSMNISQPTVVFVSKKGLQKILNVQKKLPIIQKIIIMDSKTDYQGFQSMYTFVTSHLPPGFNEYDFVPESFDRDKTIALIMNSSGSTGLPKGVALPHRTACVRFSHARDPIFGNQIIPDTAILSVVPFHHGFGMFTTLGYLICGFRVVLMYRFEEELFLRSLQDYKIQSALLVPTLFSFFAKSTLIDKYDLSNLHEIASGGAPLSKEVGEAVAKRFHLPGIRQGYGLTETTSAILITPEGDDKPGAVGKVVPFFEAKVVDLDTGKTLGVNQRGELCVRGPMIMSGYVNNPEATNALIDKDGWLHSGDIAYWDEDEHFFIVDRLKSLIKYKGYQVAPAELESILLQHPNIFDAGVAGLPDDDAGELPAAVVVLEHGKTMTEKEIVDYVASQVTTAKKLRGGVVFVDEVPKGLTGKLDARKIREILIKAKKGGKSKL
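Purified P. pyralis luciferase, 10 nM final, with Km-level 10 uM D-luciferin and 10 uM ATP in 50 mM Tris acetate pH 7.5, 10 mM Mg acetate, 0.01% Tween-20, 0.05% BSA; 6-point qHTS titration about 60 µM downward; luminescence read.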
BRCA1 expr act: BRCA1 expression activation; MCF7-BRCA1-FFLuc reporter, luminescence, 48 h; response scale: scaled: vehicle 0%, 10 µM genistein 100%; Potency, µM (top dose mostly 46.1 µM), for the others: top-dose activation, hits mostly activators; 380,000 tested, 1.1% active; also: potency is read from the fitted curve at half-maximal effect; nearly all actives have a fitted effect of over 80% in size; some results filed as inactive show a strong effect at the top dose
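Luminescence from a BRCA1-driven firefly luciferase in MCF7 cells was read after 48 h compound exposure at 37 C. Data normalized against DMSO and a 10microM genistein activation control, then curve-fitted across the titration.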
Rab9 prom act: activators of Rab9 promoter; Huh7 Rab9 promoter-luciferase reporter, luminescence, 24 h; Potency, µM (titrated, usually from 9.22 µM), for the others: at the highest dose activation, negative = inhibition, hits mostly activators; 320,000 tested, 2.8% active; AID 485297; also: potency is read from the fitted curve at half-maximal effect; % of control where 0% means no effect; nearly all actives have a fitted effect of over 60% in size
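Huh7 cells stably carrying a Rab9 promoter-luciferase reporter, 1500 cells per well in OP-MEM I with 10% FBS, treated with compound 24 hours at 37C. Luciferase activity read by luminescence after 10 minutes with Amplite reagent.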
RORgamma inh: ROR gamma (mouse) transcription inhibition; P51450; Drosophila S2 Gal4-RORgamma UAS-luciferase reporter, 20 h; Potency, µM (highest dose often 53.6 µM), inactives show at the top dose activity change, negative = inhibition, most hits filed as inhibitors; 310,000 tested, 5.4% active; also: potency is read from the fitted curve at half-maximal effect; % is scaled to controls: 0 for no effect and ±100 for the full control effect; nearly all actives have a fitted effect of over 60% in size
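Using a luciferase readout, inhibitors were identified by reduced reporter activity in Drosophila cells coexpressing a copper-inducible Gal4–ROR gamma fusion and UAS-driven Photinus luciferase, incubated 20 hr after 700 uM copper sulfate.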
PKM2 act: increases activity of human pyruvate kinase M2; 260,000 tested, 0.34% active; AID 1631; purified PKM2, Kinase-Glo ATP luminescence, activation; response scale: 0% is enzyme alone, no compound; Potency, µM (series often up to 57.5 µM), for the others: at the top dose activation, hits mostly activators; also: potency is read from the fitted curve at half-maximal effect; % is scaled to controls: 0 for no effect and ±100 for the full control effect; nearly all actives have a fitted effect of over 55% in size
Target sequence (P14618 whole entry, looked up): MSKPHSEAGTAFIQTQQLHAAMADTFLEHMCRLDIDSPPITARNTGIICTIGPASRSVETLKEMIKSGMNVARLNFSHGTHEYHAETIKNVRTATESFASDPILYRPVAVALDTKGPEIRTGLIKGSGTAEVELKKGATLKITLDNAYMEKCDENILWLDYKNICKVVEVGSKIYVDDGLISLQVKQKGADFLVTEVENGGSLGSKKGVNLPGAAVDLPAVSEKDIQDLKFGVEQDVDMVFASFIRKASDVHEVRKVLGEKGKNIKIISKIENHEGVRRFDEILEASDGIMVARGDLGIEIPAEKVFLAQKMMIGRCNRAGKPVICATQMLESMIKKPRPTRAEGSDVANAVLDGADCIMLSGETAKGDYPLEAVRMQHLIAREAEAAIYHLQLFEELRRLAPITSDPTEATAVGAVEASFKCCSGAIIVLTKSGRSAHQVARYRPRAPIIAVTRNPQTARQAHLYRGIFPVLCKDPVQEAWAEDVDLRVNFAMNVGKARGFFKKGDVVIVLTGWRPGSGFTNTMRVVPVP
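Purified hPK-M2 (>95% pure) converted ADP (0.1 mM final) to ATP with 0.5 mM PEP in 50 mM imidazole pH7.2, KCl, MgCl2, Tween 20, BSA; 1 h at room temperature. ATP detected by Kinase-Glo luminescence.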
ELG1 genotoxic: genotoxicity induction in ELG1-luciferase HEK293T cells; Potency, µM (titrated, usually from 46 µM), for the others: at the highest dose activity change, positive = activation, most hits filed as activators; AID 504466; HEK293T ELG1-luciferase reporter, luminescence, 16 h; 330,000 tested, 1.3% active; also: potency is read from the fitted curve at half-maximal effect; % of control where 0% means no effect; nearly all actives have a fitted effect of over 60% in size
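HEK293T cells expressing luciferase-tagged ELG1 were exposed to compound or DMSO vehicle for 16 hr at 37 °C and 5% CO2. Luciferase activity was then measured with ONE-Glo after 30 min at room temperature.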
Giardia kill: kills Giardia lamblia | 340,000 tested, 0.15% active | Giardia lamblia trophozoite viability | AID 540267 | activity change, % at 7.66 µM, hits read low; in the data active = activity change below about -80%; inconclusive = between about -30% and that limit;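 also: parasites exposed to compound for two days anaerobically before the ATP read; % is scaled to controls: 0 for no effect and ±100 for the full control effect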
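Luminescence from cellular ATP indicates surviving trophozoites (100 cells/well) following 48 hrs anaerobic compound treatment at 37 deg C; signal develops 15-30 min at room temperature.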
Starred values were filed as active, the others as inactive; [ ] = another dose, or the depositor's remark. Unless noted, calls follow the shape of the dose curve; as a rule, active = well fitted curve in the direction sought with a large enough effect; inconclusive = small, poorly fitted or top-dose-only effect, or another doubt; inactive = no such curve, though single readings can be large; an effect the other way counts as inactive or inconclusive.

Results for CCCC(=O)Nc1nc(C)c(C(C)=O)s1 ?
p53 reactivation: 0%; NPC1 prom act: -3%; Gal4-VP16 FLuc: -2%; Menin MLL FP TR: 15%; FLuc counter: 4%; BRCA1 expr act: 0%; Rab9 prom act: -5%; RORgamma inh: 21%; PKM2 act: -4%; ELG1 genotoxic: 0%; Giardia kill: -13

What do the screens show for `COc1cccc(CC(=O)NC2CCCN(Cc3ccccc3F)C2)c1` (configuration not stated)?
NPC1 prom act: -3%; Gal4-VP16 FLuc: -2%; Menin MLL FP TR: -13%; FLuc counter: -2%; BRCA1 expr act: 0%; Rab9 prom act: -16%; RORgamma inh: 13%; PKM2 act: -3%; ELG1 genotoxic: -1%; Giardia kill: -20

Results for Cc1ccccc1CC(=O)NCc1cccnc1 ?
p53 reactivation: 4%; NPC1 prom act: 4%; Gal4-VP16 FLuc: 0%; Menin MLL FP TR: -1%; FLuc counter: 7%; BRCA1 expr act: -1%; Rab9 prom act: 0%; RORgamma inh: -12%; PKM2 act: 2%; ELG1 genotoxic: -4%; Giardia kill: -10

What do the screens show for `O=C(CCc1ccccc1)N=C1SC2CS(=O)(=O)CC2N1c1ccc(F)cc1` (configuration not stated)?
p53 reactivation: -13%; NPC1 prom act: -7%; Gal4-VP16 FLuc: -4%; Menin MLL FP TR: 26%; FLuc counter: -2%; BRCA1 expr act: -16%; Rab9 prom act: 0%; RORgamma inh: 0%; PKM2 act: 2%; ELG1 genotoxic: 0%; Giardia kill: 5

What do the screens show for `CC1Cc2ccccc2N1C(=O)Cn1nc(C(=O)O)c2ccccc2c1=O` (configuration not stated)?
p53 reactivation: 3%; NPC1 prom act: -1%; Gal4-VP16 FLuc: -8%; Menin MLL FP TR: 0%; FLuc counter: -3%; BRCA1 expr act: -23%; Rab9 prom act: 0%; RORgamma inh: inconclusive; PKM2 act: 10%; ELG1 genotoxic: 2%; Giardia kill: -2

Results for COc1ccccc1CNC(=O)c1sccc1C ?
p53 reactivation: 10%; NPC1 prom act: -1%; Gal4-VP16 FLuc: 0%; Menin MLL FP TR: -19%; FLuc counter: -13%; BRCA1 expr act: -2%; Rab9 prom act: 9%; RORgamma inh: 21%; ELG1 genotoxic: 4%; Giardia kill: -7

How did OC1CCN(Cc2cccc3ccccc23)CC1 do in these assays?
p53 reactivation: 0%; NPC1 prom act: -3%; Gal4-VP16 FLuc: -15%; FLuc counter: -1%; BRCA1 expr act: 0%; Rab9 prom act: -2%; RORgamma inh: -18%; PKM2 act: 4%; ELG1 genotoxic: -1%; Giardia kill: 0

How did CC(=O)Nc1ccc(NC(=O)CC2Nc3cccc4cccc(c34)NC2=O)cc1 (configuration not stated) do in these assays?
p53 reactivation: -5%; NPC1 prom act: -4%; Gal4-VP16 FLuc: -3%; Menin MLL FP TR: inconclusive; FLuc counter: -16%; BRCA1 expr act: -16%; Rab9 prom act: 4%; RORgamma inh: 36%; PKM2 act: 14%; ELG1 genotoxic: -1%; Giardia kill: -16

Results for CC(C)N1CCN(Cc2cc(F)ccc2-n2cccn2)CC1CCO (configuration not stated) ?
p53 reactivation: -3%; NPC1 prom act: -7%; Gal4-VP16 FLuc: 2%; Menin MLL FP TR: 14%; FLuc counter: 2%; BRCA1 expr act: -4%; Rab9 prom act: 1%; RORgamma inh: -7%; PKM2 act: -1%; ELG1 genotoxic: -1%; Giardia kill: 0

Results for Cc1ccc(S(=O)(=O)NNC(=O)C2CCN(S(=O)(=O)c3ccc(C)cc3)CC2)cc1 ?
p53 reactivation: 8%; NPC1 prom act: -1%; Gal4-VP16 FLuc: -6%; Menin MLL FP TR: -2%; FLuc counter: 8%; BRCA1 expr act: 8%; Rab9 prom act: -4%; RORgamma inh: 15%; PKM2 act: 7%; ELG1 genotoxic: -1%; Giardia kill: 44[activator]

Results for O=C(NO)c1ccccc1C(F)(F)F ?
p53 reactivation: 2%; NPC1 prom act: 3%; Gal4-VP16 FLuc: -16%; Menin MLL FP TR: -9%; FLuc counter: 21%; BRCA1 expr act: 2%; Rab9 prom act: 0%; RORgamma inh: -3%; PKM2 act: -5%; ELG1 genotoxic: 8%; Giardia kill: -2

What do the screens show for `Cc1ccc(NC(=O)CCn2c(=S)oc3ccccc32)cc1`?
p53 reactivation: -2%; NPC1 prom act: -3%; Gal4-VP16 FLuc: -6%; Menin MLL FP TR: inconclusive; FLuc counter: 0%; BRCA1 expr act: 0%; Rab9 prom act: -1%; RORgamma inh: 28%; PKM2 act: -1%; ELG1 genotoxic: 10%; Giardia kill: 7

Results for COc1ccc(N(CC(=O)NCc2ccccc2OC)S(=O)(=O)c2ccc(C)cc2)cc1Cl ?
p53 reactivation: -8%; NPC1 prom act: -5%; Gal4-VP16 FLuc: 2%; FLuc counter: -1%; BRCA1 expr act: -36%; Rab9 prom act: 1%; RORgamma inh: 18%; PKM2 act: 2%; ELG1 genotoxic: -8%; Giardia kill: -9

How did Cc1nc2c(Cl)cc(Cl)cc2[nH]1 do in these assays?
p53 reactivation: -9%; NPC1 prom act: 2%; Gal4-VP16 FLuc: inconclusive; Menin MLL FP TR: 17%; FLuc counter: 2%; BRCA1 expr act: 0%; Rab9 prom act: 6%; RORgamma inh: inconclusive; PKM2 act: -1%; ELG1 genotoxic: -4%; Giardia kill: -10

What do the screens show for `CCN(CC)CCN(C(=O)/C=C/c1cccs1)c1nc2ccc(Cl)cc2s1`?
p53 reactivation: 16%; NPC1 prom act: 0%; Gal4-VP16 FLuc: 0%; FLuc counter: 3%; BRCA1 expr act: 18%; Rab9 prom act: -2%; RORgamma inh: -1%; ELG1 genotoxic: -8%; Giardia kill: -28

How did COC(CNC(=O)c1ccc(N2CCC3(CC2)OCCO3)c([N+](=O)[O-])c1)OC do in these assays?
p53 reactivation: 8%; NPC1 prom act: -3%; Gal4-VP16 FLuc: -1%; Menin MLL FP TR: 3%; FLuc counter: -8%; BRCA1 expr act: -9%; Rab9 prom act: 2%; RORgamma inh: 19%; PKM2 act: -17%; ELG1 genotoxic: 1%; Giardia kill: 6

Results for COc1ccccc1-n1cnnc1SCC(=O)c1cc(C)n(Cc2cccs2)c1C ?
p53 reactivation: inconclusive; NPC1 prom act: 16%; Gal4-VP16 FLuc: -4%; Menin MLL FP TR: -7%; FLuc counter: 19µM*; BRCA1 expr act: 29%; Rab9 prom act: 13%; RORgamma inh: 21%; PKM2 act: 0%; ELG1 genotoxic: 14%; Giardia kill: 4

Results for O=C(NCc1cccnc1)c1nc(-c2cccs2)no1 ?
p53 reactivation: -11%; NPC1 prom act: 10%; Gal4-VP16 FLuc: inconclusive; Menin MLL FP TR: 2%; FLuc counter: 3%; BRCA1 expr act: -4%; Rab9 prom act: 8%; RORgamma inh: 1%; PKM2 act: 0%; ELG1 genotoxic: 7%; Giardia kill: 3

How did CC(C)NCC(O)Cn1c2c(c3ccccc31)CCc1c-2cnn1-c1ccccc1 (configuration not stated) do in these assays?
p53 reactivation: -25%; NPC1 prom act: -2%; Gal4-VP16 FLuc: inconclusive; Menin MLL FP TR: inconclusive; FLuc counter: 6%; BRCA1 expr act: -88%; Rab9 prom act: 3%; RORgamma inh: inconclusive; PKM2 act: -5%; ELG1 genotoxic: 0%; Giardia kill: -8

Results for COc1ccc(C(=O)NCc2ccccc2OC)c(OC)c1 ?
p53 reactivation: -4%; NPC1 prom act: -3%; Gal4-VP16 FLuc: -1%; Menin MLL FP TR: -2%; FLuc counter: -9%; BRCA1 expr act: 18%; Rab9 prom act: -2%; RORgamma inh: 37%; PKM2 act: inconclusive; ELG1 genotoxic: 0%; Giardia kill: 9

What do the screens show for `CCCCC(=O)Nc1cccc(-c2cn3ccccc3n2)c1`?
p53 reactivation: 30%; NPC1 prom act: 30%; Gal4-VP16 FLuc: -28%; Menin MLL FP TR: 3%; FLuc counter: 12µM*; BRCA1 expr act: inconclusive; Rab9 prom act: 22%; RORgamma inh: -36%; PKM2 act: 4%; ELG1 genotoxic: 6%; Giardia kill: 6

How did Oc1cc(NCc2ccc(Cl)cc2)cc2cccnc12 do in these assays?
p53 reactivation: 4%; NPC1 prom act: -4%; FLuc counter: 0%; BRCA1 expr act: -51%; Rab9 prom act: -5%; ELG1 genotoxic: -2%; Giardia kill: 9

What do the screens show for `Cc1cc(NC(=O)c2cc(-c3ccco3)on2)nn1Cc1ccc(Cl)cc1`?
p53 reactivation: 2%; NPC1 prom act: -22%; Gal4-VP16 FLuc: -3%; Menin MLL FP TR: inconclusive; FLuc counter: -16%; BRCA1 expr act: -58%; Rab9 prom act: -24%; RORgamma inh: 35%; PKM2 act: -6%; ELG1 genotoxic: -8%; Giardia kill: -4

These rows are one share of the data; the hit share may differ from the screen's.
